Bioassay records deposited in PubChem by National Center for Advancing Translational Sciences (NCATS).
KB-3-1 cytotox – qHTS assay for MDR1-selective chemotherapeutics: Primary screen using the parental adenocarcinoma cell KB-3-1; KB-3-1 viability, CellTiter-Glo ATP luminescence, 72 h; Potency, µM (highest dose often 46.1 µM), without a hit: at the top dose activity change, negative = cytotoxic, actives largely listed as cytotoxic; 400,000 compounds, 1.4% hits; AID 1347075, 2019; note: nearly all actives have a fitted effect of over 60% in size
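Here the drug-naive KB-3-1 line serves as comparator for MDR sub-line selectivity; cells received compound titrations, 72 h at 37 °C, then CellTiter-Glo readout.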
KB-V1 MDR tox – qHTS assay for MDR1-selective chemotherapeutics: Primary screen using the drug-selected MDR subline cells KB-V1 | KB-V1 MDR cells viability, CellTiter-Glo, 72 h | Potency, µM (highest dose often 46.1 µM), inactives show at the top dose activity change, negative = cytotoxicity, most hits filed as cytotoxic | 400,000 compounds, 3.4% hits | AID 1347076, 2019; note: nearly all actives have a fitted effect of over 60% in size
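Following 72 h at 37 degrees C with compound, KB-V1 cell viability was read by CellTiter-Glo luminescence, medium being phenol-red-free DMEM plus 10% FBS; concentration-response parameters came from normalized, curve-fitted qHTS data.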
ATXN2 expr inh – Primary qHTS for Inhibitors of ATXN expression | Potency, µM (series often up to 57 µM), inactives show at the top dose activity change, negative = inhibition, actives largely listed as inhibitors | AID 1745845, 2022 | HEK-293 ATXN2-luciferase reporter, luminescence, 24 h | 360,000 compounds, 0.72% hits; note: nearly all actives have a fitted effect of over 55% in size
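qHTS (up to 57 uM final) was run with 24 h compound exposure of reporter cells at 37 °C. Each well was multiplexed: SteadyGlo luminescence measured ATXN2-luciferase expression after a fluorogenic Gly-Phe-AFC viability readout (25 uM final).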
* marks the source's active call; other numbers are inactive results; [ ] = remark or other dose. Calls come from the whole dose curve; as a rule, active = well fitted curve in the direction sought with a large enough effect; inconclusive = small, poorly fitted or top-dose-only effect, or another doubt; inactive = no such curve, though single readings can be large; an effect the other way counts as inactive or inconclusive. % is set by controls: 0 for no effect and ±100 for the full control effect; potency is the fitted concentration of half-maximal effect. Not all compounds are listed (hit frequency here may not be typical).

For CCCCSc1nnc2n(-c3ccc(OC)cc3)c(=O)c3c4c(sc3n12)COC(C(C)C)C4 (stereo not given) the results were KB-3-1 cytotox -2%, KB-V1 MDR tox 0% and ATXN2 expr inh 2%.
Screening COc1ccc(C2(Nc3cccc(C(=O)O)c3C)C(=O)c3ccccc3C2=O)cc1 returned KB-3-1 cytotox inconclusive, KB-V1 MDR tox 3% and ATXN2 expr inh 11%.
`CCN(CC)C(=O)Cn1cc(SCC(=O)Nc2ccccc2F)c2ccccc21` gave KB-3-1 cytotox -13%, KB-V1 MDR tox 2% and ATXN2 expr inh -9%.
`O=C(Cn1nc(C(F)(F)F)c2c1CCCC2)Nc1ccc(Cl)cc1` gave KB-3-1 cytotox 0%, KB-V1 MDR tox 10% and ATXN2 expr inh inconclusive.
CCOC(=O)c1c(C)oc2ncnc(Nc3ccc(OC)c(OC)c3)c12 was read as KB-3-1 cytotox 3%, KB-V1 MDR tox 4% and ATXN2 expr inh -4%.
`CCOc1ccc2c(c1)c(=O)c(C(=O)c1ccc(CC)cc1)cn2CC(=O)Nc1ccccc1OC` gave KB-3-1 cytotox -14%, KB-V1 MDR tox -9% and ATXN2 expr inh 7%.
Screening CC(=O)Nc1ccc(S(=O)(=O)NCc2cccn2Cc2cccc(C)c2)cc1 returned KB-3-1 cytotox 3%, KB-V1 MDR tox 0% and ATXN2 expr inh -18%.
Screening COc1ccc2nc3oc(C(=O)N4CCN(c5cc(C)ccc5C)CC4)cc3cc2c1 returned KB-3-1 cytotox -7%, KB-V1 MDR tox 22% and ATXN2 expr inh 18%.
`Cc1cc(C)nc(-n2nc(C)c3c2NC(=O)CC3c2ccccc2OC(C)C)n1` (stereo not given) gave KB-3-1 cytotox 7%, KB-V1 MDR tox 16% and ATXN2 expr inh inconclusive.
Screening O=C(O)CCc1ccc(-c2ccc(Br)cc2)n1-c1ccccc1O returned KB-3-1 cytotox 0%, KB-V1 MDR tox 10% and ATXN2 expr inh -8%.
Screening COc1ccc(-c2nc3ccccc3n3c(-c4cccc(C)c4)c4c(=O)n(C)c(=O)n(C)c4c23)cc1 returned KB-3-1 cytotox 8%, KB-V1 MDR tox 6% and ATXN2 expr inh 3%.
For Cn1c(=O)c2cc(C(=O)NCCCN3CCN(c4ccc(F)cc4)CC3)sc2c2ccccc21 the results were KB-3-1 cytotox -7%, KB-V1 MDR tox -15% and ATXN2 expr inh inconclusive.
For CC1CCN(C(=O)c2c(NC(=O)c3ccccc3F)sc3c2CCC(C(C)(C)C)C3)CC1 (stereo not given) the results were KB-3-1 cytotox -1%, KB-V1 MDR tox 10% and ATXN2 expr inh 6%.
CCN(CC)S(=O)(=O)c1ccc(C(=O)NCCSc2c(-c3ccc(F)cc3)[nH]c3ccccc23)cc1 was read as KB-3-1 cytotox inconclusive, KB-V1 MDR tox -6% and ATXN2 expr inh -10%.
For CCSc1nnnn1-c1cccc(C(=O)O)c1 the results were KB-3-1 cytotox 6%, KB-V1 MDR tox 0% and ATXN2 expr inh 15%.

Some of these compounds in order of count of non-hydrogen atoms, smallest number first.
For CCSc1nnnn1-c1cccc(C(=O)O)c1 the results were KB-3-1 cytotox 6%, KB-V1 MDR tox 0% and ATXN2 expr inh 15%.
Screening O=C(O)CCc1ccc(-c2ccc(Br)cc2)n1-c1ccccc1O returned KB-3-1 cytotox 0%, KB-V1 MDR tox 10% and ATXN2 expr inh -8%.
Screening CC(=O)Nc1ccc(S(=O)(=O)NCc2cccn2Cc2cccc(C)c2)cc1 returned KB-3-1 cytotox 3%, KB-V1 MDR tox 0% and ATXN2 expr inh -18%.
`CCN(CC)C(=O)Cn1cc(SCC(=O)Nc2ccccc2F)c2ccccc21` gave KB-3-1 cytotox -13%, KB-V1 MDR tox 2% and ATXN2 expr inh -9%.
Screening COc1ccc(C2(Nc3cccc(C(=O)O)c3C)C(=O)c3ccccc3C2=O)cc1 returned KB-3-1 cytotox inconclusive, KB-V1 MDR tox 3% and ATXN2 expr inh 11%.
For CC1CCN(C(=O)c2c(NC(=O)c3ccccc3F)sc3c2CCC(C(C)(C)C)C3)CC1 (stereo not given) the results were KB-3-1 cytotox -1%, KB-V1 MDR tox 10% and ATXN2 expr inh 6%.
For CCCCSc1nnc2n(-c3ccc(OC)cc3)c(=O)c3c4c(sc3n12)COC(C(C)C)C4 (stereo not given) the results were KB-3-1 cytotox -2%, KB-V1 MDR tox 0% and ATXN2 expr inh 2%.
For Cn1c(=O)c2cc(C(=O)NCCCN3CCN(c4ccc(F)cc4)CC3)sc2c2ccccc21 the results were KB-3-1 cytotox -7%, KB-V1 MDR tox -15% and ATXN2 expr inh inconclusive.
Screening COc1ccc(-c2nc3ccccc3n3c(-c4cccc(C)c4)c4c(=O)n(C)c(=O)n(C)c4c23)cc1 returned KB-3-1 cytotox 8%, KB-V1 MDR tox 6% and ATXN2 expr inh 3%.

Other compounds.
COCCCn1c(=N)c(C(=O)NCC2CCCO2)cc2c(=O)n3cc(C)ccc3nc21 (stereo not given) was read as KB-3-1 cytotox 8%, KB-V1 MDR tox inconclusive and ATXN2 expr inh 6%.
For CCn1c(=O)c2sccc2n2c(CCC(=O)Nc3ccc(C(C)C)cc3)nnc12 the results were KB-3-1 cytotox 6%, KB-V1 MDR tox 0% and ATXN2 expr inh -22%.
For CC(=O)Nc1nnc(SCc2cc(=O)c3cc(C)ccc3[nH]2)s1 the results were KB-3-1 cytotox -11%, KB-V1 MDR tox inconclusive and ATXN2 expr inh -1%.
For CCN(CC)S(=O)(=O)c1ccc(NC(=O)c2c(C)oc3ncnc(N4CCCCC4)c23)cc1 the results were KB-3-1 cytotox 6%, KB-V1 MDR tox -3% and ATXN2 expr inh -19%.
COc1ccc(Cn2c(C(=O)O)c(CNCc3cccc(OC)c3)c3ccc(C)cc32)cc1 was read as KB-3-1 cytotox inconclusive, KB-V1 MDR tox -2% and ATXN2 expr inh -3%.
Screening CCCCC(=O)Nc1ccc(OCc2cc(=O)n3c(C)csc3n2)cc1 returned KB-3-1 cytotox 0%, KB-V1 MDR tox -2% and ATXN2 expr inh 13%.
CC(=O)N1CCc2c(sc3c2c(=O)n(-c2ccccc2)c(=O)n3CC(=O)Nc2ccccc2)C1 was read as KB-3-1 cytotox 11%, KB-V1 MDR tox -1% and ATXN2 expr inh 0%.
CCC(Oc1ccccc1)C(=O)Nc1cc(-c2cccc(C)c2)nn1-c1ccccc1 (stereo not given) was read as KB-3-1 cytotox -26%, KB-V1 MDR tox -1% and ATXN2 expr inh 23%.
`CCOc1ccc(NC(=O)CSC2=Nc3ccccc3C3=NC(CCC(=O)NCc4ccccc4)C(=O)N23)cc1` (stereo not given) gave KB-3-1 cytotox inconclusive, KB-V1 MDR tox -10% and ATXN2 expr inh 9%.
Screening O=C(Cn1c(=O)n(Cc2ccco2)c(=O)c2ccc(C(=O)NC3CCCC3)cc21)Nc1ccc(F)cc1 returned KB-3-1 cytotox 18%, KB-V1 MDR tox 0% and ATXN2 expr inh 10%.
CCC(Sc1nc2ncccc2o1)C(=O)Nc1ccc(OC)c(OC)c1 (stereo not given) was read as KB-3-1 cytotox 4%, KB-V1 MDR tox 1% and ATXN2 expr inh 20%.
Screening CNC(=O)C1CCC(Cn2c(=O)c3sccc3n(Cc3cc(C)ccc3C)c2=O)CC1 (stereo not given) returned KB-3-1 cytotox 3%, KB-V1 MDR tox -3% and ATXN2 expr inh 4%.
`Cc1ccc(Nc2cc(C(=O)NCCc3ccccc3)c3ccccc3n2)c(C)c1` gave KB-3-1 cytotox -1%, KB-V1 MDR tox -3% and ATXN2 expr inh -5%.
For CCOC(=O)c1cnc2c(ccc3ccccc32)c1Nc1ccc(C(C)=O)cc1 the results were KB-3-1 cytotox inconclusive, KB-V1 MDR tox 16µM* and ATXN2 expr inh 10%.
COc1ccccc1CNC(=O)c1cc(S(=O)(=O)N2CCCC(C)C2)cn1C (stereo not given) was read as KB-3-1 cytotox 0%, KB-V1 MDR tox -4% and ATXN2 expr inh -7%.
`CC1CCN(C(=O)CSc2nnc(-c3ccccc3Cl)o2)CC1` gave KB-3-1 cytotox -1%, KB-V1 MDR tox 9% and ATXN2 expr inh 12%.
CCOc1ccc(-c2c(C)nn3c(-c4ccccc4)c(C(=O)NCCOC)cnc23)cc1OCC was read as KB-3-1 cytotox 2%, KB-V1 MDR tox -9% and ATXN2 expr inh -2%.
For Cc1ccc(-c2nc3scc(CCNC(=O)Cc4ccc(Cl)cc4)n3n2)cc1 the results were KB-3-1 cytotox -5%, KB-V1 MDR tox -5% and ATXN2 expr inh -31%.
For CCCCCCC1CCC(C(=O)NC(C(=O)O)C(C)C)CC1 (stereo not given) the results were KB-3-1 cytotox -3%, KB-V1 MDR tox 1% and ATXN2 expr inh -2%.
For Cc1cc(C)c2c(CC(=O)Nc3c(C(=O)c4ccc(F)cc4)oc4ccccc34)coc2c1 the results were KB-3-1 cytotox 0%, KB-V1 MDR tox 11% and ATXN2 expr inh 7%.
Screening COc1ccc(CNC(=O)c2cc3c(s2)-c2c(C)cccc2OC3)cc1 returned KB-3-1 cytotox 7%, KB-V1 MDR tox 6% and ATXN2 expr inh -35%.
`COc1ccccc1Nc1ncc2c(n1)CCN(Cc1cc(F)cc(F)c1)C2` gave KB-3-1 cytotox 9%, KB-V1 MDR tox -30% and ATXN2 expr inh 2%.
For CCCCOc1ccc(CNC(=O)c2cc3n(n2)CCCN(Cc2ccc(C)cc2)C3=O)cc1 the results were KB-3-1 cytotox inconclusive, KB-V1 MDR tox inconclusive and ATXN2 expr inh inconclusive.
`CC(C)NS(=O)(=O)c1ccc2nc(NC(=O)c3cncc(Br)c3)sc2c1` gave KB-3-1 cytotox 1%, KB-V1 MDR tox 24% and ATXN2 expr inh 2%.
Screening COc1cc(C(=O)n2nc(-c3ccco3)nc2NCc2ccc(Cl)cc2)cc(OC)c1OC returned KB-3-1 cytotox -2%, KB-V1 MDR tox 5% and ATXN2 expr inh 18%.
COc1ccc2c(CNCc3cccs3)c(C(=O)O)n(Cc3ccc(F)cc3Cl)c2c1 was read as KB-3-1 cytotox -4%, KB-V1 MDR tox inconclusive and ATXN2 expr inh 1%.
Screening CCCOc1ccc(-c2cccc(NS(=O)(=O)c3ccccc3)c2)nn1 returned KB-3-1 cytotox -17%, KB-V1 MDR tox inconclusive and ATXN2 expr inh 65%[activator].
Screening Cc1c(Cl)cccc1NC(=O)CSc1nc2ncccc2o1 returned KB-3-1 cytotox 5%, KB-V1 MDR tox -2% and ATXN2 expr inh 4%.
`Cc1sc(NC(=O)C2c3ccccc3Oc3ccccc32)c(C(=O)OC(C)C)c1C` gave KB-3-1 cytotox 25%, KB-V1 MDR tox 19% and ATXN2 expr inh 15%.
Screening COC(=O)Cc1c(C)c2cc3c(c(C)c2oc1=O)OCN(CCc1ccc(OC)cc1)C3 returned KB-3-1 cytotox -8%, KB-V1 MDR tox -2% and ATXN2 expr inh 1%.
Screening Cc1ccsc1CCN1C(=O)N(c2ccccc2)C(=O)C1CC(=O)Nc1ccc(F)cc1 (stereo not given) returned KB-3-1 cytotox 23µM*, KB-V1 MDR tox inconclusive and ATXN2 expr inh -14%.
For Cc1oc(-c2ccc(C(=O)NCCCOC(C)C)cc2)nc1CS(=O)(=O)c1ccccc1 the results were KB-3-1 cytotox 0%, KB-V1 MDR tox -23% and ATXN2 expr inh -4%.
CCOC(=O)c1cc2c(=O)n3ccccc3nc2n(Cc2ccco2)c1=NC(=O)c1cccc(F)c1 was read as KB-3-1 cytotox -1%, KB-V1 MDR tox inconclusive and ATXN2 expr inh inconclusive.
CCc1ccc(-c2nc(CN3CCC(C(=O)NCCc4ccc(Cl)cc4)CC3)c(C)o2)cc1 was read as KB-3-1 cytotox 1%, KB-V1 MDR tox 24% and ATXN2 expr inh 13%.
`COc1cccc(Cn2nnc3c(=O)[nH]c(C4CCCN(C(=O)c5ccc(C)cc5)C4)nc32)c1` (stereo not given) gave KB-3-1 cytotox -6%, KB-V1 MDR tox -9% and ATXN2 expr inh 2%.
`CC(=O)c1ccc(NC(=O)COc2ccccc2-c2nc(C)no2)cc1` gave KB-3-1 cytotox 7%, KB-V1 MDR tox 6% and ATXN2 expr inh 7%.
Cc1cccc(Cn2cnc3c(oc4ccccc43)c2=O)c1 was read as KB-3-1 cytotox 8%, KB-V1 MDR tox inconclusive and ATXN2 expr inh 6%.
For Cc1c(C(=O)Nc2cccc(C(F)(F)F)c2)oc2ccc3c(c12)C(=O)CC(C)(C)O3 the results were KB-3-1 cytotox 4%, KB-V1 MDR tox inconclusive and ATXN2 expr inh 1%.
For COc1ccc(C(=O)NCC(=O)OCc2cc(=O)n3nc(C4CCCCC4)sc3n2)cc1 the results were KB-3-1 cytotox 2%, KB-V1 MDR tox 0% and ATXN2 expr inh 9%.
